Bioassay records deposited in PubChem by several laboratories.
GPR7 antagonist: GPR7 receptor antagonists, primary screen, cell-based, fluorescence, single concentration; Neuropeptides B/W receptor type 1 (Homo sapiens), P48145; AID 1861, 2009; inhibition, % at 4.4 µM; 290,000 tested, 1.1% active; GPR7-expressing cells, fluorescence antagonist assay; in the data active = inhibition above about 16%, passing the limit was not always enough;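 note: cells stimulated with the agonist NPW; 0% = agonist with vehicle and 100% = vehicle without agonist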
Target sequence (P48145 whole entry, looked up): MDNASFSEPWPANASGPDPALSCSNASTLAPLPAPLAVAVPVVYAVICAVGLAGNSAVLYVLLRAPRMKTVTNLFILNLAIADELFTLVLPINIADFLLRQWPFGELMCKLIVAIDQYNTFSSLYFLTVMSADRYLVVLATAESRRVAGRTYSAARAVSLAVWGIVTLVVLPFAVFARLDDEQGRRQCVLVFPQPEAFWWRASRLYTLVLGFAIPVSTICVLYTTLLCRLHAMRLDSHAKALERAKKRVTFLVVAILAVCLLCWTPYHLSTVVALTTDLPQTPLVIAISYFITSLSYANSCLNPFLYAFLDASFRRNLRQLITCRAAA
OXTR ag: human OXTR agonists, primary screen, fluorescence, CHO-OTR cells, Fluo-8 calcium. Fluo-8 calcium fluorescence; normalized: DMSO 0%, oxytocin 100%. activation, % at 3 µM. 320,000 tested, 0.32% active;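 active = activation above the mean of all tested compounds plus 3 SD, cutoff set per screening run, cut at about 20% in these data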;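 note: peak over basal fluorescence ratio from a 100 s FLIPR kinetic read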
Target sequence (P30559 whole entry, looked up): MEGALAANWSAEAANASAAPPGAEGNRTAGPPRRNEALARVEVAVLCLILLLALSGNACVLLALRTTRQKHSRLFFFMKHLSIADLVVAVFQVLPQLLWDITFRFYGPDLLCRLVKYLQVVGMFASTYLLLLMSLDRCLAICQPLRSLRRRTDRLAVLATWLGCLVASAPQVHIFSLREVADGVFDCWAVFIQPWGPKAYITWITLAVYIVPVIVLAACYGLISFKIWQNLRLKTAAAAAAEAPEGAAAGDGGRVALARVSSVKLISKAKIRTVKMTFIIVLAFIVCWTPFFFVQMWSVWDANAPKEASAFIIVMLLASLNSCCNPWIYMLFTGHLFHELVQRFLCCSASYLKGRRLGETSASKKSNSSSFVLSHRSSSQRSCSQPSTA
NALP1 yeast inh: NALP1 inflammasome inhibitors in reconstituted yeast, colorimetric, S. cerevisiae, triplicate retest; S. cerevisiae NALP1/ASC/caspase-1 growth, X-gal OD620, 72 h; 280,000 tested, 0.61% active; inhibition, % at 10 µM; in the data active = inhibition mostly above about 24%, no sharp cut-off; inactive = mostly below about 32%; note: some compounds called inactive have numbers as strong as hits
MEKK3 PB1 HTS: modulators of MEKK3-MEK5 PB1 binding, primary screen, biochemical, wildtype MEKK3, multiplex bead flow cytometry, Alexa488-MEK5; 290,000 tested, 1.4% active; binding response (% of control), % at 10 µM; AID 1529, 2009; bead-based flow cytometry, Alexa488-MEK5 binding to MEKK3; actives lie on both sides; 0 = blocked by unlabeled MEK5, 100 = vehicle;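 active = binding response more than 3 SD above or below the average of its plate-row segment, actives on both sides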;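 note: Alexa488 bead fluorescence after subtracting the streptavidin-only scavenger bead signal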
PHOSPHO1 block: PubChem AID 1565 | inhibition, % at 13.3 µM | recombinant PHOSPHO1, absorbance phosphatase assay | 290,000 tested, 1.1% active; in the data active = inhibition above about 60%
Target sequence (Q8TCT1 whole entry, looked up): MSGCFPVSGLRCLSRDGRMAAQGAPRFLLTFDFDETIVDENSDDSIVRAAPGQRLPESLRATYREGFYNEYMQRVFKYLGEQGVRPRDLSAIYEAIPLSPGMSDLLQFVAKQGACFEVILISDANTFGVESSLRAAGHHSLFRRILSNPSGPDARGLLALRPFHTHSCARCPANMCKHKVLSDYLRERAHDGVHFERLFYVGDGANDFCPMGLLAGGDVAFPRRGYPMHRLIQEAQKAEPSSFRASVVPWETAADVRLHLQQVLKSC
MEKK2 WT-MEK5: modulators of MEK5 binding to wildtype MEKK2, primary screen, biochemical, multiplex bead flow cytometry, Alexa488-MEK5 | Alexa488-MEK5 binding to MEKK2 WT; actives lie on both sides | binding response (% of control), % at 10 µM | 290,000 tested, 1.1% active; in the data active = binding response below about 67% or above about 130%
PfM18AAP inh: PfM18AAP inhibitors, malaria aminopeptidase, primary screen, biochemical, QFRET, recombinant enzyme; M18 aspartyl aminopeptidase (Plasmodium falciparum 3D7); H-Glu-NHMec fluorogenic cleavage; inhibition, % at 7.35 µM; 290,000 tested, 1.2% active;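 active = inhibition above the campaign mean inhibition over all tested compounds plus 3 SD, cut at about 28% in these data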;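 note: 0% = plate median of test compound wells and 100% = 2 mM ZnCl2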
DNA FID counter: compounds displacing fluorescent DNA intercalator, primary screen, artefact control for HCV NS3 helicase inhibitor project, biochemical, FID fluorescence. DNA fluorescent intercalator displacement. inhibition, % at 7.9 µM. 290,000 tested, 0.17% active. AID 1845, 2009; in the data active = inhibition above about 37%;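 note: 0% = vehicle and 100% = reference compound; higher means more ethidium bromide displaced from hairpin DNA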
MEKK2 mut-MEK5: MEK5 binding signal on mutant MEKK2 PB1, primary screen, biochemical, multiplex bead flow cytometry, Alexa488-MEK5. 290,000 tested, 0.35% active. AID 1530, 2009. percent response, % at 10 µM. Alexa488-MEK5 binding to MEKK2 mutant; in the data active = percent response above about 24%, passing the limit was not always enough; note: inactives centre near 1; some results filed as inactive read as strong as hits; reference of the scale not given here
* marks the source's active call; other numbers are inactive results; / = no result given; [ ] = dose if it differs, or a comment. Not a hit list. Share with any hit: about 6.2%.

structure	GPR7 antagonist	OXTR ag	NALP1 yeast inh	MEKK3 PB1 HTS	PHOSPHO1 block	MEKK2 WT-MEK5	PfM18AAP inh	DNA FID counter	MEKK2 mut-MEK5
CCc1ccccc1NC(=O)CN(C)C(=O)CSc1nnc(Nc2cccc(C)c2C)s1	-4.9	-1.2	21.7	92.0	-5.0	94.0	-1.5	-45.0	-3.0
CCNC(=S)NNC(=O)c1ccncc1	-4.0	0.1	-2.2	105.0	32.5	99.0	-9.3	-1.9	0.0
O=C(C1CC1)N1CCc2cc(S(=O)(=O)NCCC3=CCCCC3)ccc21	-10.6	8.2	6.6	104.0	12.1	105.0	-3.4	-12.1	3.0
CCOc1ccccc1OC(C)C(=O)Nc1ccc(S(=O)(=O)N2CCCC2)cc1 (configuration not stated)	-2.5	-2.2	-0.1	101.0	36.6	100.0	-2.9	-36.5	6.0
O=C(CSc1nnc(-c2ccncc2)n1-c1ccccc1)Nc1ccc(C(=O)O)cc1	-11.4	-1.8	2.6	107.0	7.6	106.0	1.6	-7.9	12.0
O=C(CN1C2CCCC1CC(NC(=O)c1ccccc1)C2)Nc1nccs1 (configuration not stated)	-2.8	-0.6	4.8	120.0	-4.4	111.0	-11.1	-3.4	3.0
CCOC(=O)c1cc(C)sc1/N=C/C1C(=O)CC(C)(C)CC1=O	-8.2	-1.8	13.6	98.0	9.4	98.0	2.4	-6.7	-2.0
Cc1cc2nnc(SCC(=O)N(C)C3CCS(=O)(=O)C3)n2c2ccccc12 (configuration not stated)	-9.0	-0.8	17.9	98.0	32.1	95.0	3.3	-22.1	-3.0
COc1ccc(N=C2C(=O)Nc3c(C)cccc32)cc1	11.1	-0.5	-1.2	103.0	23.6	107.0	2.7	6.8	7.0
O=C(CSc1nnc2c(n1)[nH]c1ccccc12)Nc1ccc(S(=O)(=O)Nc2ncccn2)cc1	2.3	/	3.7	114.0	0.6	107.0	-15.5	-11.3	-2.0
CCOc1ccc(Cl)cc1CSc1n[nH]c(C)n1	-6.8	-2.0	14.9	105.0	41.2	103.0	1.3	-4.8	10.0
Cc1ccc(F)cc1N=Cc1c(O)c2ccccc2oc1=O	-12.2	0.3	10.1	107.0	/	110.0	-13.2	-3.6	8.0
CCSc1nnc2ccc(-c3ccco3)nn12	-9.3	-0.8	-31.6	106.0	-5.3	108.0	-6.1	-3.6	5.0
Cc1nc2ccc(C(=O)Nc3ccc4nc[nH]c4c3)cc2[nH]1	-3.1	-0.3	-41.5	102.0	/	104.0	5.5	3.5	12.0
COC(=O)[C@@H](c1ccccc1)N(C)S(=O)(=O)c1cccc(S(=O)(=O)N(C)[C@@H](C(=O)OC)c2ccccc2)c1	14.7	4.7	15.0	102.0	-1.7	102.0	0.8	-33.2	-2.0
CCc1nnc(NC(=O)c2cccnc2)s1	5.0	0.7	-1.2	106.0	21.4	107.0	2.8	-1.3	5.0
Cc1cccc(-n2c(O)c(C=Nc3cccc(O)c3)c3ccccc3c2=O)n1	2.6	2.0	-17.1	101.0	-0.3	100.0	2.3	-17.9	1.0
CCOP(=O)(Nc1ccc2oc(=O)c3ccccc3c2c1)OCC	-7.3	-0.6	16.2	85.0	5.0	81.0	-11.4	-16.9	8.0
CC(NC(=O)CC1Nc2ccccc2NC1=O)c1ccccc1 (configuration not stated)	-1.5	-0.6	9.3	98.0	3.6	97.0	2.0	-4.8	5.0
CCCCNC(=O)NNc1nc(Cl)cc(C)c1C#N	-14.3	6.7	-0.9	102.0	30.3	106.0	53.9*	-2.1	-3.0
COCCNc1cc(NCCOC)c([N+](=O)[O-])cc1[N+](=O)[O-]	-11.0	-0.3	4.6	104.0	-36.8	106.0	-1.8	0.4	-1.0
CCOC(=O)Cc1nnc(NC(=O)C23CC4CC(CC(C4)C2)C3)s1	0.0	-1.3	19.5	75.0	31.8	80.0	-9.3	-29.1	-11.0
CSc1ccc(CCNS(=O)(=O)c2ccc3c(c2)C(C)(C)C(=O)N3C)cc1	3.8	-0.6	20.3	95.0	33.2	97.0	-0.8	-38.4	-5.0
Cc1cc(C)n2cc(CSc3nc4ccccc4[nH]3)nc2n1	-9.8	0.2	5.8	96.0	-6.0	89.0	-6.2	-8.7	0.0
N#CCCN(Cc1cccnc1)C(=S)NC(=O)C1CC1	-15.9	-1.5	23.3	97.0	40.1	95.0	0.4	-8.1	-6.0
COc1ccc(N)cc1S(=O)(=O)Nc1ccccc1Cl	18.8	1.9	1.3	99.0	24.0	97.0	6.6	-2.4	0.0
CCn1c(-c2cc(-c3cc(C)ccc3C)nc3ccccc23)n[nH]c1=S	2.9	-2.6	16.6	91.0	-17.8	92.0	0.8	-6.0	-3.0
COc1cc(/C=N/n2cnc3scc(-c4cccs4)c3c2=O)cc(OC)c1OC	-9.2	-0.9	34.6	103.0	-1.8	99.0	2.8	-0.3	-1.0
CCc1ccc2[nH]c(=O)c(CN(CCN3CCOCC3)C(=O)Nc3ccccc3F)cc2c1	-1.9	-1.7	0.9	98.0	4.6	101.0	0.1	-15.3	1.0
CC(C)Cc1ccc(CN2CCCC(NC(=O)CSc3nncn3C)C2)cc1 (configuration not stated)	-4.5	1.1	8.8	101.0	-36.3	111.0	1.6	-1.9	5.0

Some of these compounds in order of molecular weight, lowest first.
structure	GPR7 antagonist	OXTR ag	NALP1 yeast inh	MEKK3 PB1 HTS	PHOSPHO1 block	MEKK2 WT-MEK5	PfM18AAP inh	DNA FID counter	MEKK2 mut-MEK5
CC(NC(=O)CC1Nc2ccccc2NC1=O)c1ccccc1 (configuration not stated)	-1.5	-0.6	9.3	98.0	3.6	97.0	2.0	-4.8	5.0
COCCNc1cc(NCCOC)c([N+](=O)[O-])cc1[N+](=O)[O-]	-11.0	-0.3	4.6	104.0	-36.8	106.0	-1.8	0.4	-1.0
CCc1ccccc1NC(=O)CN(C)C(=O)CSc1nnc(Nc2cccc(C)c2C)s1	-4.9	-1.2	21.7	92.0	-5.0	94.0	-1.5	-45.0	-3.0

Remaining list, next part
structure	GPR7 antagonist	OXTR ag	NALP1 yeast inh	MEKK3 PB1 HTS	PHOSPHO1 block	MEKK2 WT-MEK5	PfM18AAP inh	DNA FID counter	MEKK2 mut-MEK5
Cc1ccc2[nH]c(=O)c(C(c3nnnn3CC3CCCO3)N3CCCc4ccccc43)cc2c1 (configuration not stated)	-8.3	0.4	10.1	99.0	85.5*	89.0	5.1	-15.2	-2.0
CN(C)C(=O)c1ccc(Nc2ncnc3sc4c(c23)CCCCC4)cc1	-4.1	-1.6	12.8	104.0	27.0	104.0	0.3	-42.1	6.0
Cc1ccc(-c2cc(C(=O)N/N=C/c3ccoc3)c3ccccc3n2)cc1	-25.0	/	8.5	101.0	17.0	101.0	-8.9	-26.0	0.0
CCn1c(C(O)c2cccc(OC)c2OC)nc2ccccc21 (configuration not stated)	-1.6	1.4	-10.8	96.0	48.3	96.0	2.9	-7.9	1.0
CC(C)C(C(=O)NCC1CCCO1)N(C(=O)CNS(=O)(=O)c1ccccc1)c1ccc(F)cc1 (configuration not stated)	-8.2	0.5	2.2	102.0	-21.7	103.0	1.9	-25.3	-1.0
CNC(=O)/C=C1\NC(C)(C)Cc2c1ccc1ccccc21	5.9	-2.6	14.2	102.0	11.5	98.0	-12.1	-6.7	12.0
CC1CCCC(C)N1C(=O)COC(=O)c1ccc[nH]c1=O (configuration not stated)	8.2	0.4	8.0	96.0	-6.7	102.0	10.1	3.7	0.0
CCN(CC)C(=O)COC(=O)C1=NN(c2cc(C)ccc2C)C(=O)CC1	-10.2	1.2	16.7	100.0	43.3	106.0	-5.6	-5.8	0.0
CNC(=O)c1ccc(CNC(=O)OCC(F)(F)F)cc1	-11.4	-0.4	-6.9	103.0	-1.1	109.0	-0.5	-4.8	6.0
C/C(=N\NC(=O)c1ccc(Cl)cc1)c1ccccn1	-1.5	0.8	36.2*	105.0	24.1	114.0	-2.3	-6.1	3.0
CN=C1S/C(=C\c2ccc(N3CCOCC3)c(F)c2)C(=O)N1C	-7.9	-1.2	-22.2	101.0	5.5	97.0	0.9	-4.7	-2.0
COc1ccccc1OCc1nc(Cc2ccc(Cl)cc2)no1	4.9	0.5	-0.6	102.0	16.1	106.0	-1.5	-12.6	4.0
Cc1nn(-c2cccc(C(F)(F)F)c2)c(=O)c2noc(C)c12	-14.1	-2.2	17.2	90.0	14.7	85.0	-5.0	-4.0	-21.0
O=C(Cn1c(C(F)(F)F)nc2ccccc21)NCCN1CCCC1	-11.5	0.3	14.0	99.0	21.5	108.0	0.5	-0.7	4.0
O=S(=O)(c1cc(-c2nc3ccccc3s2)ccc1Cl)N1CCOCC1	22.6*	/	2.2	111.0	44.7	109.0	8.1	-0.6	8.0
CN(C)c1nc(-c2ccccc2)nc(-c2ccc(Cl)cc2)c1C#N	9.6	0.8	43.8	102.0	12.4	94.0	-5.8	-12.8	-2.0
CCOC(=O)Cn1c(CN(Cc2ccccc2)Cc2ccccc2)nc2c1c(=O)[nH]c(=O)n2C	-9.4	-0.5	-1.6	105.0	-8.0	105.0	-10.8	-38.4	8.0
COc1ccc(/C=C(\NC(=O)c2ccco2)C(=O)NC(Cc2ccccc2)C(=O)O)cc1 (configuration not stated)	-8.0	-0.1	13.9	96.0	34.8	95.0	-1.0	-18.2	-5.0
COc1ccc(C(=O)NN=C2CCCC2)cc1OC	-18.3	0.6	10.9	108.0	21.2	105.0	-2.2	-25.2	4.0
Cc1ccc(CC(SCc2ccccc2)C(=O)O)cc1C (configuration not stated)	-5.3	0.3	-2.6	102.0	23.3	105.0	-11.9	-30.2	0.0
N#C/C(=C\c1c[nH]c2ccccc12)C(=O)NC1CC1	-0.8	-0.8	21.6	103.0	49.9	105.0	-11.9	-6.8	3.0
COC(=O)c1ccc(OCC(=O)c2ccc(C)c(C)c2)cc1	2.1	-0.9	-1.2	101.0	-1.5	102.0	-1.6	-8.7	-1.0
Cc1nc(NC(C)c2ccccc2)c2c3c(sc2n1)CCC3 (configuration not stated)	26.9*	-2.8	-3.0	100.0	-23.4	99.0	-2.6	-17.0	0.0
Cc1ccc(NC(=S)N/N=C/c2ccc([N+](=O)[O-])s2)cc1	0.8	7.2	25.8	85.0	-14.6	62.0*[inhibitor]	11.5	10.9	-7.0
O=C(COC(=O)c1cccc(S(=O)(=O)N2CCOCC2)c1)Nc1nc(-c2ccccc2Cl)cs1	3.9	6.4	-0.4	116.0	2.3	104.0	0.5	-10.2	2.0
CSCC[C@H](NC(=O)C1CCN(S(=O)(=O)c2ccc(C)cc2)CC1)C(=O)NCc1ccco1	-8.0	-2.0	-12.8	108.0	-3.5	102.0	-7.6	-25.0	3.0
CC1(C)C(C=C(Cl)Cl)C1C(=O)NC(O)C(=O)c1ccccc1 (configuration not stated)	-6.0	3.8	1.7	100.0	15.6	100.0	4.7	-13.8	1.0
CCn1nnnc1NCc1ccc(OCc2c(F)cccc2Cl)c(OC)c1	2.0	1.8	-12.1	103.0	8.3	107.0	2.3	-18.0	-2.0
O=C(NCCOc1cccc(Oc2ccccc2)c1)c1cc(-n2cnnc2)ccc1Cl	7.5	0.0	36.5	103.0	3.3	103.0	-0.8	-24.8	9.0
Cc1ccc(NC(=S)Nc2cccc(S(=O)(=O)Nc3c(C)n(C)n(-c4ccccc4)c3=O)c2)cc1	-6.0	-0.9	-5.4	100.0	51.8	93.0	3.9	0.3	-4.0
Cc1cc2oc(=O)cc(Cn3ccnc3)c2cc1O	2.1	/	31.2	109.0	11.4	107.0	-3.2	-3.9	6.0
